CHRM1 antagonist = human M1 muscarinic receptor antagonists, primary screen, CHO-K1 cells, Fluo-8 calcium fluorescence, 1536-well; Muscarinic acetylcholine receptor M1 (Homo sapiens), P11229; CHO-K1 hM1, ACh EC80 antagonist; inhibition, % at 3 µM; hit rate 1.3% among 360,000;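 active = percent inhibition above its own plate's cutoff, namely the mean of that plate's compound wells plus 3 SD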;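 also: peak over basal fluorescence ratio during 140 s after agonist addition; 0% = ACh EC80 plus DMSO and 100% = DMSO alone without agonist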
Target sequence (P11229 whole entry, looked up): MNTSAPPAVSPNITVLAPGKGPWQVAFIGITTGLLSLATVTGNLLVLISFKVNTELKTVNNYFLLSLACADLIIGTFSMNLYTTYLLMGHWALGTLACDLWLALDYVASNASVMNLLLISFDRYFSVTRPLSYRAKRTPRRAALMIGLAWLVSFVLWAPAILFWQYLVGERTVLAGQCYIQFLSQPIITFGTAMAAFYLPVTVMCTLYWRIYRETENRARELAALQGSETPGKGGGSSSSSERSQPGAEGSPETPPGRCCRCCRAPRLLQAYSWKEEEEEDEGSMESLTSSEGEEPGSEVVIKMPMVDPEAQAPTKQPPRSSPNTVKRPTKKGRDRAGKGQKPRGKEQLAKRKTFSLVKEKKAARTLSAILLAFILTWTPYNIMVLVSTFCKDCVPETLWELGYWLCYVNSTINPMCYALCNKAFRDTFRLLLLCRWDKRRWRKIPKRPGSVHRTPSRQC
CHO parental Ca = ATP-evoked calcium signal inhibitors, parental CHO, primary screen, counter-screen for OX1R antagonist project, cell-based, fluorescence, Fluo-8 calcium dye. parental CHO-K1, ATP-induced calcium, Fluo-8 fluorescence. hit rate 0.63% among 330,000. inhibition, % at 5.6 µM;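 active = inhibition above that plate's mean sample inhibition plus 3 SD, cut at about 26% in these data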;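 also: 0% = ATP-challenged DMSO wells and 100% = DMSO wells without ATP; some compounds past the cut are filed as inactive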
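Material: Parental CHO cells | Reagent: ATP | Compound dosing: Single nominal dose of 5.6 µM per compound | Detection: Intracellular calcium via Fluo-8 no-wash fluorescent dye | Read-out: % inhibition of ATP-induced calcium mobilization | Benchmarks: Low control ATP plus DMSO, high control DMSO only | Replicates: Singlicate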
TAAR1 ag = human TAAR1 agonists, primary screen, Fluo-8 calcium fluorescence, CHO RD-HGA16 cells. vehicle wells 0%, saturating PEA agonist 100%. activation, % at 3 µM. hit rate 0.99% among 360,000. AID 624467, 2012;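 active = activation above the mean activation of all test compounds in the run plus 3 SD, cut at about 38% in these data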
Target sequence (Q96RJ0 whole entry, looked up): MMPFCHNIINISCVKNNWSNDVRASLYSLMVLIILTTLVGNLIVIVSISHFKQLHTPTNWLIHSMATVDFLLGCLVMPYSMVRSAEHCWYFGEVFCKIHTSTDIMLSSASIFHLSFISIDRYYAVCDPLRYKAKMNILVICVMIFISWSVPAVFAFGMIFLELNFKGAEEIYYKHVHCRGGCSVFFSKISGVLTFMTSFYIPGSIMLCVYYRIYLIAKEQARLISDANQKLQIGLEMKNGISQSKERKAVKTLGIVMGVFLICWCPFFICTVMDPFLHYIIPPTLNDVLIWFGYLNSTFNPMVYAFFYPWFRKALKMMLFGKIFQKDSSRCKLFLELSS
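Signal – calcium-sensitive Fluo-8 signal, excitation 470-495, emission 515-575 nm · System – RD-HGA16 (CHO) cells co-expressing Gα16 and hTAAR1 · Incubation – 17-24 h seeding, 75 min 37 °C dye, 30 min RT · Compound dosing – 3 µM single concentration · Repeats – no replicates (n 1)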
M1 PAM parental = nonselective calcium activators in parental CHO-K1 cells, primary screen, counter-screen for M1 PAM project, cell-based, Fluo-8 calcium fluorescence, full deck, 1536-well; AID 602247, 2012; hit rate 0.02% among 360,000; activation, % at 3 µM; ATP EC20; 0% at ATP EC20, 100% at ATP max;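 active = activation above the run cutoff, the mean activation of all test compounds plus 3 SD, cut at about 40% in these data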;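 also: peak over basal fluorescence ratio in a 140 s read after ATP addition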
M1 PAM = human M1 muscarinic receptor positive allosteric modulators, primary screen, CHO-K1 cells, Fluo-8 calcium fluorescence, 1536-well; CHO-K1 hM1, ACh EC20; 0% = ACh EC20, 100% = maximal ACh; activation, % at 3 µM; hit rate 0.088% among 360,000; in the data active = activation above about 19%, passing the limit was not always enough
M1 ag = human M1 muscarinic receptor agonists, primary screen, Fluo-8 calcium fluorescence, CHO-K1 cells, HTS; Muscarinic acetylcholine receptor M1 (Homo sapiens), P11229; CHO-K1 hM1, agonist mode; 0% DMSO, 100% acetylcholine EC100; activation, % at 3 µM; hit rate 0.33% among 360,000; AID 588814, 2011;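 active = activation above the run's mean compound activation plus 3 SD, cut at about 16% in these data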;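 also: peak over basal fluorescence ratio within a 140 s kinetic read after compound addition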
TAAR1 antagonist = human TAAR1 antagonists, primary screen, Fluo-8 calcium fluorescence, CHO RD-HGA16 cells; inhibition, % at 3 µM; hit rate 1.5% among 360,000; Trace amine-associated receptor 1 (Homo sapiens), Q96RJ0; antagonist;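 active = inhibition above a per-plate cutoff, the mean inhibition of test compounds on that plate plus 3 SD, cut at about 49% in these data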;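 also: 0% = DMSO plus EC80 beta-PEA response and 100% = DMSO alone without agonist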
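Material: CHO RD-HGA16 cells bearing hTAAR1; compound dosing: one-point dosing, 3 µM nominal final; schedule: dye loading 75 min at 37 °C, then 30 min room temperature; measured by: calcium fluorescence with Fluo-8; control set: vehicle and agonist controls; replication: n of 1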
M1 ag parental = counter-screen for M1 agonists: effect in parental CHO-K1 cells; Fluo-8 calcium fluorescence; scaled to maximal ATP response, vehicle zero; activation, % at 3 µM; hit rate 0.48% among 360,000; in the data active = activation above about 15%;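 also: untransfected CHO-K1 host cells lacking M1 receptor as counterscreen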
CHO-K1 Ca antag = M1 antagonist counterscreen hit in parental CHO-K1 cells; inhibition, % at 3 µM; hit rate 0.6% among 360,000; ATP-induced calcium, Fluo-8 fluorescence;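 active = inhibition above a per-plate cutoff, the plate's mean sample inhibition plus 3 SD, cut at about 24% in these data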;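 also: 0% = DMSO plus EC80 ATP and 100% = DMSO alone without ATP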
Numbers without * were called inactive; · = not tested or not shown.

cpd	molecule	CHRM1 antagonist	CHO parental Ca	TAAR1 ag	M1 PAM parental	M1 PAM	M1 ag	TAAR1 antagonist	M1 ag parental	CHO-K1 Ca antag
1	Cn1c2c(c(=O)n(C)c1=O)C1(C(=O)Nc3ccccc31)C(C#N)=C(N)O2 (stereo unspecified)	-14	-12	16	11	9	-1	0	0.7	-7
2	CC(N=C1NS(=O)(=O)c2ccccc21)c1ccccc1 (stereo unspecified)	-45	-13	11	24	6	1	-23	2.5	-10
3	O=C(c1cnn2c(C(F)(F)F)cc(-c3ccc(F)cc3)nc12)N1CCc2ccccc2C1	-6	-34	0	1	0	-4	-36	0.0	-6
4	Cc1ccccc1OCC(=O)OCC(=O)NC1CCCCCC1	-8	·	1	3	2	-4	-35	0.3	-13
5	CCCCC1CCC(C(=O)OCC(=O)Nc2ccc(S(N)(=O)=O)cc2)CC1 (stereo unspecified)	-10	15	12	17	6	0	5	2.0	0
6	COc1cccc(-c2cc3onc(-c4ccccc4)c3c(=O)n2C)c1	0	4	0	1	1	-4	14	0.1	-7
7	O=C(CO)N/N=C/c1ccc(Cl)cc1	-8	-3	12	17	8	0	12	0.2	-34
8	COC(=O)C1C(=O)C2=C(CC1C)NC(C)=C(C(=O)OC1CCCC1)C2c1ccc(N(C)C)cc1 (stereo unspecified)	-2	-13	0	5	3	-2	-9	-0.2	-3
9	Cn1c(=O)[nH]c(=O)c2c1[nH]c(=S)n2CCCc1ccccc1	-4	·	5	1	4	-2	-17	0.8	-4
10	COC(=O)Cc1c(O)ccn(CCc2c[nH]c3ccc(OC)cc23)c1=O	-8	3	3	5	6	-4	-1	1.3	-13
11	Cc1nc(-c2ccc(S(=O)(=O)N3CCN(c4cccc(C)c4C)CC3)cc2)co1	-14	-7	-1	17	8	-4	-15	0.9	-18
12	COc1ccc(OC)c(NC(=O)Nc2cnccn2)c1	-18	·	-1	9	12	-1	-4	0.1	0
13	Cc1ccc(-n2c(O)c(C=NC3CCS(=O)(=O)C3)c3ccccc3c2=O)cc1C (stereo unspecified)	-1	-17	0	0	0	-6	-19	0.2	-11
14	CCOc1ccc(N2C(=O)S/C(=C\c3cc(OC)c(OC)c(OC)c3)C2=O)cc1	-3	-16	1	10	1	-3	-12	0.7	-9
15	CCOc1ccc(S(=O)(=O)N/N=C(\C)c2ccc(OC)cc2OC)cc1	2	-18	1	5	0	-6	18	3.7	-3
16	CC(C)(C)OC(=O)C[C@H]1C/C=C\C[C@@H](CC(=O)N(CCO)Cc2ccccc2)C(=O)NCCOC1=O	-12	-6	5	15	8	-3	11	1.1	-9
17	Cc1ccnc(N2CCC(C(=O)NNC(=O)COc3cccc4ccccc34)CC2)n1	-6	2	4	0	6	-6	-4	0.2	5
18	COc1ccc(CC(=O)N2N=C(C)CC2(O)c2cccnc2)cc1OC (stereo unspecified)	3	-6	3	17	1	-4	0	0.5	1
19	Nc1cc(=O)[nH]c(SCC(=O)N2CCCCC2)n1	-11	-5	12	14	11	-1	-4	0.1	2
20	COc1ccc(CCNC(=O)c2ccc(SC)cc2OC)cc1	-3	-25	5	0	4	-13	14	2.2	0
21	CC1CN(C(=O)c2ccc(C(=O)c3ccccc3)cc2)CC(C)O1 (stereo unspecified)	-3	-6	7	-3	8	0	-8	0.7	-2
22	COc1ccc(/C=C/C(=O)OCC(=O)NC2CCCC2)cc1	-1	-15	0	-3	1	-1	1	0.7	-1
23	Cc1cccc(NC(=S)N2CCN(S(C)(=O)=O)CC2)c1	-15	9	1	12	10	-3	5	0.6	-6
24	COc1ccc2cc(/C=N/NC(=O)c3ccc(CN(c4cccc(Cl)c4Cl)S(C)(=O)=O)cc3)c(Cl)nc2c1	-3	-10	0	-5	5	-6	-2	0.0	-5
25	CCCCCCC1CC(CSc2ncn[nH]2)OC1=O (stereo unspecified)	-44	-3	9	5	2	1	-7	-0.3	-1
26	Cc1nc2c(sc3nc4c(cc32)COC(C)(C)C4)c(=O)n1CC(=O)NCc1ccco1	7	-10	·	3	-2	-3	·	0.9	3
27	Nc1nc(Br)c2ccccc2c1-c1ccccc1	-6	-9	6	15	0	-12	12	-0.3	-8
28	CCCC(C)NC1=NCCCCC1 (stereo unspecified)	15	-13	1	-3	-9	-8	-23	-0.1	-1
29	CN(C)c1nc(N)c(C(=O)N=C(N)N)nc1Cl	-31	-3	20	25	2	-4	-26	0.5	-10
30	Cc1ccc2c(C)c(C)c(=O)n(C)c2c1	-2	·	0	6	-4	-1	-1	0.1	-10
31	COC(=O)C1=C(C)NC2=C(C(=O)c3ccccc32)C1c1cccc(OC)c1 (stereo unspecified)	-1	-11	-2	13	5	-4	-22	6.2	2
32	O=C1C2C3c4ccccc4C(c4ccccc43)[C@@H]2C(=O)N1c1nc(-c2ccccc2)cs1 (stereo partly specified)	-9	-8	1	14	6	1	-10	0.8	-10
33	Cc1cc[n+](-c2nc3ccccc3nc2[N-]S(=O)(=O)c2cccs2)cc1C	7	9	3	16	-3	-3	-20	0.1	0
34	O=C(CCNS(=O)(=O)c1ccccc1C(F)(F)F)N1CCN(S(=O)(=O)c2cccc(F)c2)CC1	2	-4	3	1	1	-5	-20	3.7	-7
35	O=C(CNC(=O)c1ccncc1)N/N=C/c1ccc(Br)cc1	9	5	5	2	-6	-3	-4	4.5	-5
36	OCCCn1c(-c2ccccc2)nc(=S)c2c1CCCC2	-1	-9	15	19	3	-6	2	-0.6	-9
37	COc1cc(C2SCC(=O)N2c2nnc(C34CC5CC(CC(C5)C3)C4)s2)cc(OC)c1OC (stereo unspecified)	7	-15	8	13	1	-4	-42	0.5	-1
38	COc1ccc(O)c(C(=O)c2cnn(-c3ccccc3)c2)c1	-21	-21	-3	26	25	-2	15	1.1	4
39	O=C(O)c1ccccc1C(c1ccccc1)c1ccccc1O (stereo unspecified)	-5	·	2	13	0	-7	8	0.6	-6
40	CCCCN(C)S(=O)(=O)c1cc2c(cc1Br)CCN2C(=O)C1CC1	-20	·	-2	8	12	-5	-2	-0.6	-9

11 of the compounds above, with values under each structure.
Values run as follows: CHRM1 antagonist, CHO parental Ca, TAAR1 ag, M1 PAM parental, M1 PAM, M1 ag, TAAR1 antagonist, M1 ag parental, CHO-K1 Ca antag
#1 Cn1c2c(c(=O)n(C)c1=O)C1(C(=O)Nc3ccccc31)C(C#N)=C(N)O2 (stereo unspecified)
    -14, -12, 16, 11, 9, -1, 0, 0.7, -7
#2 CC(N=C1NS(=O)(=O)c2ccccc21)c1ccccc1 (stereo unspecified)
    -45, -13, 11, 24, 6, 1, -23, 2.5, -10
#3 O=C(c1cnn2c(C(F)(F)F)cc(-c3ccc(F)cc3)nc12)N1CCc2ccccc2C1
    -6, -34, 0, 1, 0, -4, -36, 0.0, -6
#4 Cc1ccccc1OCC(=O)OCC(=O)NC1CCCCCC1
    -8, ·, 1, 3, 2, -4, -35, 0.3, -13
#5 CCCCC1CCC(C(=O)OCC(=O)Nc2ccc(S(N)(=O)=O)cc2)CC1 (stereo unspecified)
    -10, 15, 12, 17, 6, 0, 5, 2.0, 0
#6 COc1cccc(-c2cc3onc(-c4ccccc4)c3c(=O)n2C)c1
    0, 4, 0, 1, 1, -4, 14, 0.1, -7
#7 O=C(CO)N/N=C/c1ccc(Cl)cc1
    -8, -3, 12, 17, 8, 0, 12, 0.2, -34
#8 COC(=O)C1C(=O)C2=C(CC1C)NC(C)=C(C(=O)OC1CCCC1)C2c1ccc(N(C)C)cc1 (stereo unspecified)
    -2, -13, 0, 5, 3, -2, -9, -0.2, -3
#9 Cn1c(=O)[nH]c(=O)c2c1[nH]c(=S)n2CCCc1ccccc1
    -4, ·, 5, 1, 4, -2, -17, 0.8, -4
#10 COC(=O)Cc1c(O)ccn(CCc2c[nH]c3ccc(OC)cc23)c1=O
    -8, 3, 3, 5, 6, -4, -1, 1.3, -13
#11 Cc1nc(-c2ccc(S(=O)(=O)N3CCN(c4cccc(C)c4C)CC3)cc2)co1
    -14, -7, -1, 17, 8, -4, -15, 0.9, -18

Following part.
cpd	molecule	CHRM1 antagonist	CHO parental Ca	TAAR1 ag	M1 PAM parental	M1 PAM	M1 ag	TAAR1 antagonist	M1 ag parental	CHO-K1 Ca antag
41	OC(CNCc1cccc(Br)c1)c1ccccc1 (stereo unspecified)	-9	-20	10	5	7	1	-3	0.1	-7
42	CC1(C)Cc2nc(-c3ccccc3)nc(NNC(=O)c3ccco3)c2CO1	-20	-10	2	14	11	-2	-19	0.4	-17
43	c1ccc2c(c1)COC(CNC1CCCCC1)OC2	10	-15	3	-5	-1	-8	15	0.0	0
44	Cn1c(=O)[nH]c(=O)c2c1nc(NCc1ccco1)n2Cc1ccccc1Cl	-21	-13	-4	22	10	-6	-28	0.7	-7
45	Clc1ccc(-c2nc3cnccn3c2Nc2ccc3c(c2)OCO3)cc1	11	-15	-2	10	0	-5	2	3.7	12
46	CC(=O)N1CCc2c(sc(NC(=O)C3CCN(S(=O)(=O)c4cccs4)CC3)c2C(N)=O)C1	-7	-4	2	-1	9	-4	7	1.2	6
47	COc1ccc(N2CCN(C(=O)c3ccc(NS(=O)(=O)c4cccc(F)c4)cc3)CC2)cc1	1	-7	9	16	1	-1	28	7.0	-7
48	N#Cc1nc(Cc2ccccc2)oc1NCCCn1ccnc1	-11	-7	5	22	7	-11	1	0.9	-26
49	O=C(CC1C[C@H](C(=O)N2CCCCC2)[C@@]2(CCc3ccccc3)c3[nH]c4ccccc4c3CCN2C1=O)NCc1cccc(C(F)(F)F)c1 (stereo partly specified)	-11	-21	-1	29	7	-5	-1	0.9	-9
50	CC(Oc1cccc(NC(=O)c2cccs2)c1)C(=O)c1ccccc1 (stereo unspecified)	2	-31	3	9	3	-4	15	1.5	6
51	O=S(=O)(c1ccc(Br)cc1)N1CCN(c2ccc3nnc(-c4ccccc4)n3n2)CC1	-9	-9	-1	19	9	-4	-7	0.4	-4
52	COc1ccc(C(=O)OCC(=O)c2ccc[nH]2)cc1	4	2	1	13	8	-3	-13	3.1	-6
